Screens: PubChem BioAssay, The Scripps Research Institute Molecular Screening Center
M1 ag: activates human CHRM1 receptor; CHO-K1 hM1, Fluo-8 calcium fluorescence, agonist mode; 0% DMSO, 100% acetylcholine EC100; AID 588814; P11229; actives 0.33% (n = 360,000); activation, % at 3 µM;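 active = activation above the run's mean compound activation plus 3 SD, cut at about 16% in these data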;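 also: peak over basal fluorescence ratio within a 140 s kinetic read after compound addition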
Target sequence (P11229 whole entry, looked up): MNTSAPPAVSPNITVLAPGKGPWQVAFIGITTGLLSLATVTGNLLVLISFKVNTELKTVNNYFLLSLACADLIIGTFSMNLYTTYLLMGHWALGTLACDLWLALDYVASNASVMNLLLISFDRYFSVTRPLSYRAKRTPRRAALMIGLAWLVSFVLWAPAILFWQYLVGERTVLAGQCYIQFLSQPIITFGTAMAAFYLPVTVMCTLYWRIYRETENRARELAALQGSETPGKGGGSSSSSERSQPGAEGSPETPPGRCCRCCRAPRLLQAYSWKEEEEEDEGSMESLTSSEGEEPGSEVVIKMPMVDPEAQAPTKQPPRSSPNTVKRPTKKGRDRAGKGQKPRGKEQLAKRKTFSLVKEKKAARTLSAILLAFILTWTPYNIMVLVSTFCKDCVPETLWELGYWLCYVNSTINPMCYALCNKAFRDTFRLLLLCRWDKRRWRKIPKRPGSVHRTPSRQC
OXTR potentiate: human OXTR potentiation | P30559 | CHO-OTR cells, Fluo-8 calcium fluorescence, potentiator mode; 0% = oxytocin EC15, 100% = EC100 | activation, % at 3 µM | actives 0.061% (n = 320,000);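 active = activation above that plate's cutoff, the mean activation of tested compounds plus 3 SD, cut at about 6.6% in these data, passing the limit was not always enough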;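 also: 100% uses oxytocin at 75 nM as the full agonist control; some results filed as inactive read as strong as hits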
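Assay system: CHO cell line stably expressing human OTR. Reagent: EC15 oxytocin agonist. Dosing: single dose, 3.0 µM nominal final compound concentration. Timing: compound 6 min at room temperature before oxytocin, 100 s read. Signal: kinetic Fluo-8 calcium fluorescence. Controls: oxytocin EC15 low and EC100 high.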
M1 ag parental: M1 agonist counterscreen hit in parental CHO-K1 cells | Fluo-8 calcium fluorescence; scaled to maximal ATP response, vehicle zero | activation, % at 3 µM | actives 0.48% (n = 360,000) | AID 602248; in the data active = activation above about 15%;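 also: untransfected CHO-K1 host cells lacking M1 receptor as counterscreen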
CHO-K1 Ca antag: M1 antagonist counterscreen hit in parental CHO-K1 cells; inhibition, % at 3 µM; actives 0.6% (n = 360,000); ATP-induced calcium, Fluo-8 fluorescence;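 active = inhibition above a per-plate cutoff, the plate's mean sample inhibition plus 3 SD, cut at about 24% in these data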;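 also: 0% = DMSO plus EC80 ATP and 100% = DMSO alone without ATP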
M1 PAM parental: M1 PAM counterscreen hit in parental CHO-K1 cells | ATP EC20, Fluo-8 calcium fluorescence; 0% at ATP EC20, 100% at ATP max | activation, % at 3 µM | actives 0.02% (n = 360,000);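 active = activation above the run cutoff, the mean activation of all test compounds plus 3 SD, cut at about 40% in these data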;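 also: peak over basal fluorescence ratio in a 140 s read after ATP addition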
V1aR counter: counter-screen for oxytocin receptor agonists: human V1a receptor agonists | CHO-V1R cells, Fluo-8 calcium fluorescence, agonist mode; 0% DMSO, 100% 3 nM vasopressin | activation, % at 3 µM | actives 0.25% (n = 320,000) | P37288;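 active = activation above the mean activation of all tested compounds plus 3 SD, per screening run, cut at about 20% in these data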;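 also: signal is peak over basal fluorescence ratio across a 100 second FLIPR read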
Target sequence (P37288 whole entry, looked up): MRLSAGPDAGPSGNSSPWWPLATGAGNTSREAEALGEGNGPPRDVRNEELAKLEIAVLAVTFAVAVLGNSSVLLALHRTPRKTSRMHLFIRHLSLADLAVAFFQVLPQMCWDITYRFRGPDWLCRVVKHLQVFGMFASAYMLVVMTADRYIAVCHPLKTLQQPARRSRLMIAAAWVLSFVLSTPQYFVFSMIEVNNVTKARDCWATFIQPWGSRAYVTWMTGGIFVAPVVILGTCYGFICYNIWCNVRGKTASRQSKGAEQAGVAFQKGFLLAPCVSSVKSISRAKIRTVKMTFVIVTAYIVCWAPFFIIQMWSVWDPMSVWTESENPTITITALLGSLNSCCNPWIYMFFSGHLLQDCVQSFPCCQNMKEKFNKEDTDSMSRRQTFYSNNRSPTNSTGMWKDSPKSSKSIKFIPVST
TAAR1 ag: human TAAR1 agonism; actives 0.99% (n = 360,000); Q96RJ0; activation, % at 3 µM; CHO RD-HGA16 TAAR1, Fluo-8 calcium fluorescence; vehicle wells 0%, saturating PEA agonist 100%;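 active = activation above the mean activation of all test compounds in the run plus 3 SD, cut at about 38% in these data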
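Signal – calcium-sensitive Fluo-8 signal, excitation 470-495, emission 515-575 nm · System – RD-HGA16 (CHO) cells co-expressing Gα16 and hTAAR1 · Incubation – 17-24 h seeding, 75 min 37 °C dye, 30 min RT · Compound dosing – 3 µM single concentration · Repeats – no replicates (n 1)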
CHO parental Ca: signal in parental CHO cells, OX1R antagonist counter-screen; actives 0.63% (n = 330,000); inhibition, % at 5.6 µM; parental CHO-K1, ATP-induced calcium, Fluo-8 fluorescence;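 active = inhibition above that plate's mean sample inhibition plus 3 SD, cut at about 26% in these data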;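 also: 0% = ATP-challenged DMSO wells and 100% = DMSO wells without ATP; some compounds past the cut are filed as inactive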
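Assay system: parental CHO cells; Read-out basis: percent inhibition of ATP-evoked calcium rise, normalized to controls; Benchmarks: ATP and no-ATP DMSO wells; Compound dosing: single nominal dose of 5.6 µM per compound; Signal: Fluo-8 calcium dye fluorescence; Also added: ATP as calcium-mobilizing challenge; Repeats: singlicate.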
TAAR1 antag: human TAAR1 antagonism. actives 1.5% (n = 360,000). inhibition, % at 3 µM. Q96RJ0. CHO RD-HGA16 TAAR1, Fluo-8 calcium fluorescence, antagonist;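 active = inhibition above a per-plate cutoff, the mean inhibition of test compounds on that plate plus 3 SD, cut at about 49% in these data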;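 also: 0% = DMSO plus EC80 beta-PEA response and 100% = DMSO alone without agonist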
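Test system – hTAAR1-expressing CHO RD-HGA16 cells, Gα16-coupled · Also added – β-PEA at EC80 concentration, post-compound challenge · Compound – 3 µM, single point · Incubation – dye loading 75 min at 37 °C, then 30 min room temperature · Measured by – Fluo-8 intracellular calcium dye fluorescence, real-time kinetic reads · Benchmarks – vehicle and agonist controls · Replicates – singlicate, one well per test compound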
Starred values were filed as active, the others as inactive; . = not tested or not shown.

SMILES | M1 ag | OXTR potentiate | M1 ag parental | CHO-K1 Ca antag | M1 PAM parental | V1aR counter | TAAR1 ag | CHO parental Ca | TAAR1 antag
COc1cc(OC)cc(-c2c(-c3cccs3)c3cc(-c4ccc(OCc5ccccc5)cc4)ccc3n2C)c1 | -4 | -4 | 0.4 | -8 | 9 | -0.8 | 5 | -3 | 10
N#CC1=C(S)N(c2ccccc2)C(c2ccc(-c3ccc(Cl)c(Cl)c3)o2)NC1=O (configuration not stated) | -1 | -2 | 1.0 | -2 | 12 | -0.5 | 10 | -9 | 11
COCCNc1nc(C)cc(-c2cc(-c3ccc(Cl)cc3)on2)n1 | -6 | -5 | -0.1 | -12 | 8 | 0.6 | 2 | -9 | 19
O=C(NNC(=O)c1ccccc1C(=O)O)c1ccc(-c2ccccc2)cc1 | . | -12 | . | . | . | -0.3 | 11 | -15 | 16
CC(=O)N1CCN(c2ccc(NC(=O)c3ccc(Cl)c(Cl)c3)cc2)CC1 | -3 | -12 | 8.5 | -7 | -8 | 8.2 | 24 | -17 | 12
COc1ccc(OC)c(CN2CCN(C(=O)CNC(=O)c3ccc(C(C)(C)C)cc3)CC2)c1 | -7 | -6 | 3.6 | -7 | 4 | 3.3 | 2 | -18 | 4
O=C(OCc1cc(=O)n2ccsc2n1)c1ccc(O)cc1O | 3 | -7 | 1.5 | -14 | 15 | 2.1 | 2 | -10 | -32
CCOC(=O)C(NCc1ccco1)(NC(=O)c1ccc(OC)cc1)C(F)(F)F (configuration not stated) | -3 | -9 | 0.0 | -3 | 5 | 0.8 | 3 | -8 | 10
O=S(=O)(NCC(O)c1ccccc1)c1cc(Cl)sc1Cl (configuration not stated) | -3 | -10 | 3.1 | -11 | 22 | 0.6 | 2 | -8 | -3
O=C(/C=C/c1ccccc1)N/C(=C/c1ccccc1)C(=O)Nc1ccccc1O | -3 | -9 | 1.4 | 5 | -2 | 0.9 | 7 | -15 | -3
CCOCCCNC(=O)C(c1ccc(C)cc1)N1CCOCC1 (configuration not stated) | -2 | -2 | 0.5 | 0 | 10 | -0.6 | 1 | -8 | -1
CCOc1ccc(S(=O)(=O)Nc2ncn[nH]2)cc1 | -5 | -6 | 0.1 | -4 | -12 | -0.2 | -2 | -2 | 8
O=C(CCN1CCN(Cc2ccccc2)CC1)Nc1ccc(OCc2ccccc2)cc1 | 1 | -12 | 7.2 | 23 | 3 | 15 | 19 | 36* | -8
O=C(NC1CCOC1)c1ccc(OC2CCN(CCc3ccccc3)CC2)cc1 (configuration not stated) | -8 | -18 | 0.6 | -9 | -5 | 0.7 | 1 | -16 | -9
COc1ccc(CN2C(=O)C(CC(=O)NCc3cccs3)CC(C(=O)N(C(C)C)C(C)C)=C2C)cc1 (configuration not stated) | -7 | . | -0.2 | -18 | 23 | . | -2 | . | -5
Cc1cc(OCC(O)CN2CCCC2)ccc1C(C)C (configuration not stated) | -9 | . | 0.8 | -5 | -1 | . | 2 | . | -14
Cc1cc(OCC(=O)NNC(=O)c2cnccn2)cc(C)c1Cl | -2 | . | 0.7 | 0 | 25 | . | 1 | . | -46
COc1cccc(C2CC(=O)N3CN(c4cccc(Cl)c4C)CSC3=C2C#N)c1OC (configuration not stated) | -5 | -3 | 0.2 | -7 | 15 | -0.6 | 7 | -9 | -29
O=C(Cc1csc(Nc2nc(=S)[nH]c3ccccc23)n1)NCc1ccccc1Cl | 2 | 0 | 0.3 | -16 | -13 | 1.3 | 4 | -10 | 0
O=C(c1ccc(Cl)cc1)N1CCCC(C(=O)N2CCc3ccccc3C2)C1 (configuration not stated) | -7 | -8 | 0.8 | -5 | 1 | -1.0 | -1 | -25 | -31
O=S(=O)(Nc1nc2ccccc2nc1Nc1ccc2c(c1)OCO2)c1ccc(F)cc1 | -4 | -5 | 0.2 | -7 | 15 | -0.2 | 0 | -6 | 13
O=C(O)C1Cc2[nH]cnc2C(c2ccccc2O)N1 (configuration not stated) | -6 | 7 | 0.0 | -2 | 9 | 0.3 | 4 | 2 | 7
COc1ccc(Cc2c(-c3ccc(OC)c(OC)c3)nc3cc(C)c(Br)c(C)n23)c(C)c1 | . | . | 1.9 | -16 | 4 | . | 1 | . | -16
CN(C)S(=O)(=O)n1cnc([C@@H]2[C@H]3C(=O)OC[C@@H]3C[C@@]23N=CN(Cc2ccccc2)C3=O)c1 | -5 | 1 | 0.2 | -9 | 7 | 0.5 | 7 | -8 | 4
Cc1ccc(N2C(=O)c3ccc(C(=O)N4CCN(c5ccc(C)c(C)c5)CC4)cc3C2=O)cc1 | -2 | -3 | 5.6 | -2 | 14 | 0.2 | 7 | -13 | -31
CSc1ncccc1C(=O)Nc1ccc(OC(F)(F)F)cc1 | -5 | -5 | 4.7 | -1 | -5 | 2.5 | 2 | -1 | 4
CN(CC(=O)NC(=O)NCc1ccccc1)Cc1cccc(Cl)c1Cl | -10 | -10 | -0.5 | -5 | 1 | -0.9 | 0 | -26 | -16
Oc1ccc(/C=N/N=C/c2ccc(O)c(O)c2)cc1O | -1 | -6 | -0.2 | -5 | 3 | 0.6 | 3 | -2 | -11
CCOC(=O)c1ccc(NC(=O)CCc2nc(-c3ccccc3)no2)cc1 | 0 | -21 | 5.8 | 6 | 4 | 11 | 5 | 28 | 6
Cc1cc(=O)n2[nH]c(=O)c(N=Nc3ccccc3)c2[nH]1 | -1 | -4 | -0.1 | 5 | 12 | -0.7 | 6 | -5 | -14
Cc1ccc(-n2cc(-c3ccccc3)c3c(=O)[nH]cnc32)cc1 | -2 | -11 | 0.2 | -11 | 12 | 2.6 | 0 | -20 | -6
CCCCOc1ccc(CNC(=S)N/N=C/c2ccc(OC)c(OC)c2)cc1 | -2 | -12 | 0.0 | -5 | 18 | 0.2 | 3 | -24 | -9
CC(C)n1c(CCCO)nc2ccccc21 | -4 | 4 | 1.3 | -11 | 25 | -0.1 | 11 | -2 | 4
COC(=O)c1sccc1NC(=O)/C=C/c1c(Cl)cccc1Cl | -4 | -10 | 0.1 | -6 | 3 | 0.3 | 2 | -9 | -4
Cc1ccc(-n2c(SCC(=O)NCCN3C(=O)CSC3=O)nnc2-c2cccc(C)c2)cc1 | -8 | -2 | -0.9 | 14 | 5 | 0.1 | 2 | -19 | -4
CCc1ccc(N(CC(=O)Nc2ccccc2C(=O)N2CCCC2)S(C)(=O)=O)cc1 | 2 | -5 | 0.7 | -6 | -5 | 1.1 | 1 | -13 | -6
CC12CCC(=O)C=C1CCC1C2C(O)CC2(C)C1CCC2(O)C(O)CO (configuration not stated) | 0 | . | -0.2 | -8 | 21 | . | 1 | . | -10
O=c1[nH]c2ccccc2c2nc3ccccn3c12 | -4 | 8 | 0.3 | 8 | 0 | 0.3 | 4 | -9 | 0
CCOc1ccc(S(=O)(=O)Nc2ccc(S(=O)(=O)N3CCCCC3)cc2)cc1 | -4 | -1 | 1.0 | -6 | 19 | -0.6 | 0 | -19 | 1
CCN(C(=O)COC(=O)c1ccc(OCc2c(C)noc2C)cc1)c1ccccc1 | -6 | -14 | 1.6 | -9 | 16 | 1.7 | 3 | -2 | 4
O=C(NCCCn1ccnc1)c1ccccc1Cl | -7 | -1 | 0.4 | 0 | 4 | 1.6 | 0 | 6 | -25
CC/C(=N/O)c1cnnc(SC)n1 | -5 | -10 | 0.9 | -10 | 25 | 2.3 | 1 | -7 | -6
Cc1cc(C)cc(N=Cc2c(O)c3ccccc3oc2=O)c1 | -4 | -3 | 0.1 | -9 | 20 | -0.7 | 6 | -33 | -8
O=C(NN=C1CCCC1)c1cc(O)cc(O)c1 | 2 | 2 | 0.9 | -6 | -10 | 0.7 | 0 | -2 | -4
COc1ccc(S(=O)(=O)NC(C)C(=O)NCc2ccccn2)cc1OC (configuration not stated) | -3 | -3 | 0.7 | -9 | 8 | -0.8 | 2 | -1 | 5
CCn1c(=O)n(CC)c2cc(N)ccc21 | -3 | -2 | 0.3 | -1 | 6 | -0.2 | 10 | -18 | -2
COc1ccc(CCN(C)C(=O)CNC(=O)c2ccc3c(c2)OCO3)cc1OC | 2 | . | 2.1 | -12 | 12 | . | -1 | . | -13
CCOC(=O)C(CC)/C(C)=N\NC(=O)CCC(=O)Nc1ccc(Cl)cc1Cl (configuration not stated) | -2 | 0 | -0.6 | -6 | 16 | -0.7 | 2 | -10 | -7
